PfG6PD inh: PfG6PD enzyme inhibitors, primary screen, biochemical, fluorescence intensity, uHTS. glucose-6-phosphate dehydrogenase-6-phosphogluconolactonase (Plasmodium falciparum 3D7). hit rate 0.78% among 350,000. inhibition, % at 20 µM. PfGluPho enzyme, NADPH resazurin-diaphorase fluorescence. AID 504690, 2011;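 active = inhibition reaching at least a set limit at 20 µM in the primary screen, cut at about 59% in these data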;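 also: 0% = DMSO wells with substrate and 100% = DMSO wells lacking glucose-6-phosphate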
SENP6 inh: SENP6 protease inhibitors, primary screen, biochemical, luminescence, uHTS; inhibition, % at 10 µM; Recombinant SENP6 catalytic domain, aminoluciferin luminescence; AID 2599, 2010; hit rate 1.8% among 330,000;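 active = inhibition above about 50% at the single tested dose, limit read from the data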;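 also: plate controls were DMSO wells with enzyme for no effect and DMSO wells lacking enzyme for full effect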
ATG4B inh: ATG4B protease inhibitors, primary screen, biochemical, fluorescence, uHTS; ATG4B cleavage of LC3-PLA2, NBD-HPC fluorescence, 1 h; inhibition, % at 8.33 µM; hit rate 0.51% among 340,000; AID 504462, 2011; in the data active = inhibition above about 40%
hIAP activ: human IAP activators, primary screen, biochemical, luminescence, uHTS | Intestinal-type alkaline phosphatase (Homo sapiens), P09923 | purified human IAP, CDP-Star luminescence, 30 min; hits give high values; 1 = vehicle-only enzyme, 0 = enzyme-free background | activation factor at 10 µM | hit rate 0.16% among 330,000 | AID 2524, 2010;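 active = activation factor of the enzyme at least 2-fold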; also: the source names both 10 and 20 µM as test concentration; values of inactives mirror those of a sister screen read the other way
Target sequence (P09923 whole entry, looked up): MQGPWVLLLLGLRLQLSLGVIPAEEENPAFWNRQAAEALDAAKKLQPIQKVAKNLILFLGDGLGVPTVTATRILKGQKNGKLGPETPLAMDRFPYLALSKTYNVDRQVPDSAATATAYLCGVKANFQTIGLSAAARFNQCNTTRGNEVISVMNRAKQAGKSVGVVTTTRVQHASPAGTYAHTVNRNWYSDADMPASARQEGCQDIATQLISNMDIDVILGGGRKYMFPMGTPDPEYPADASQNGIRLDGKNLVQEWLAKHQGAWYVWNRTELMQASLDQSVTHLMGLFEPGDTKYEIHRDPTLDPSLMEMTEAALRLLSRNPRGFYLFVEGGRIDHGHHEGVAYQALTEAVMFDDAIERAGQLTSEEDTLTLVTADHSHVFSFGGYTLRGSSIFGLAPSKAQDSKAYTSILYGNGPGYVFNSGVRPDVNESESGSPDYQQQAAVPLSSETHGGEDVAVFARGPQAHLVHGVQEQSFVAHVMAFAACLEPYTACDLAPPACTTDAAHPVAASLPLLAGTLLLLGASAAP
SENP8 block: human SENP8 protease inhibitors, primary screen, biochemical, fluorescence, Nedd8 protein substrate, uHTS; recombinant SENP8; Sentrin-specific protease 8 (Homo sapiens), Q96LD8; AID 602440, 2012; hit rate 0.64% among 360,000; inhibition, % at 20 µM; in the data active = inhibition mostly above about 40%, no sharp cut-off; inactive = mostly below about 27%
SENP1 inh: human SENP1 catalytic domain inhibitors, primary screen, biochemical, FRET, uHTS; Sentrin-specific protease 1 (Homo sapiens), Q9P0U3; recombinant SENP1 catalytic domain, CyPet-SUMO1-YPet FRET cleavage; inhibition, % at 10 µM; hit rate 0.21% among 360,000;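 active = inhibition at least 30% at 10 µM, raw YFP signal under a set limit, fluorescence ratio 0.5 to 1.5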;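 also: 0% = enzyme with DMSO and 100% = no enzyme wells; some results filed as inactive read as strong as hits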
Target sequence (Q9P0U3 419-644 limits assumed): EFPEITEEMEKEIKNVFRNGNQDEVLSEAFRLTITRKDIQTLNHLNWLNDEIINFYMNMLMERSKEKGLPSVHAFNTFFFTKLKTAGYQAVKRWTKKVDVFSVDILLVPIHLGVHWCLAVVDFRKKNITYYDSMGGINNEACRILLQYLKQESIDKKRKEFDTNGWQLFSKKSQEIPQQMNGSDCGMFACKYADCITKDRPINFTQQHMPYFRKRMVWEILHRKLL
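Material: hSENP1 catalytic domain, recombinant; medium: Tris pH 8 with BME, BSA, NP40 and catalase; compound: single concentration of 10 µM compound, 0.5% DMSO final; technique: FRET read of cyan and yellow fluorescence; timing: 50 min enzyme reaction, room temperature, light-protected; reagent: SFCypet-SUMO1-SFYpet substrate at 25 nM; control set: no-enzyme low, enzyme-DMSO high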
MPTP inh: mitochondrial permeability transition pore inhibitors, primary screen, biochemical, isolated mouse mitochondria, absorbance; Ca2+ swelling absorbance, 30 min; inhibition, % at 10 µM; hit rate 1.4% among 360,000;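 active = inhibition of 50% or more, scaled per plate between neutral and stimulator controls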;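 also: 0% = DMSO wells given calcium and 100% = 1 mM EGTA wells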
NR3A LBD binder: binders of NR3A ligand-binding domain, primary screen, biophysical, differential scanning fluorimetry, uHTS. Glutamate receptor ionotropic, NMDA 3A (GRIN3A) ligand-binding domain. Tm shift relative to glycine control, % at 25 µM. hit rate 2.5% among 340,000. NR3A LBD differential scanning fluorimetry, Tm shift; 0% = protein alone, 100% = glycine-bound protein. AID 1259313, 2017;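 active = melting temperature shift of at least 10% of the positive control shift, at one fixed dose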
Active calls of the source: *.

Screening Cc1cc(C)n(C(C)CC(=O)Nc2ccc3c(c2)OCCO3)n1 (configuration not stated) returned PfG6PD inh 26, SENP6 inh -12, ATG4B inh -5, hIAP activ 1.2, SENP8 block 7, SENP1 inh 0, MPTP inh -0.8 and NR3A LBD binder 3.
Screening CC(C)(/C=N/O)/[N+]([O-])=C/c1ccccc1 returned PfG6PD inh -4, SENP6 inh -19, ATG4B inh -3, hIAP activ 1.1, SENP8 block 1, SENP1 inh 2, MPTP inh 1.5 and NR3A LBD binder 2.
`Cc1ccc(C)c(NC(=O)CSc2nnc(-c3ccccc3C)o2)c1` gave PfG6PD inh -4, SENP6 inh 18, ATG4B inh 3, hIAP activ 0.92, SENP8 block 6, SENP1 inh 3, MPTP inh 1.9 and NR3A LBD binder 0.
Screening CC(=O)c1cc2cc(O)ccc2o1 returned PfG6PD inh 8, SENP6 inh 2, ATG4B inh -6, hIAP activ 0.99, SENP8 block -307, SENP1 inh -113, MPTP inh 1.6 and NR3A LBD binder 1.
O=C(Nc1ccccc1Oc1ccsc1C(=O)O)c1ccccc1F was read as PfG6PD inh -4, SENP6 inh -8, ATG4B inh 9, hIAP activ 0.87, SENP8 block 6, SENP1 inh -1, MPTP inh -0.4 and NR3A LBD binder 3.
`CCCCn1nnnc1SCC(=O)N1CCN(C(=O)c2ccco2)CC1` gave PfG6PD inh -16, SENP6 inh -4, ATG4B inh -10, hIAP activ 1.1, SENP8 block 5, SENP1 inh 2, MPTP inh -3.5 and NR3A LBD binder 2.
Cc1ccc(CC(=O)Nc2nc3ccccc3s2)cc1 was read as PfG6PD inh 2, SENP6 inh -17, ATG4B inh -9, hIAP activ 1, SENP8 block 24, SENP1 inh 2, MPTP inh 1.8 and NR3A LBD binder -13.
`Cc1cccc(NC(=O)CN2C(=O)NC3(CCCCCCC3)C2=O)c1C` gave PfG6PD inh -1, SENP6 inh -11, ATG4B inh -9, hIAP activ 0.98, SENP8 block 18, SENP1 inh 3, MPTP inh 0.6 and NR3A LBD binder -1.
For COc1cc(/C=C(\NC(=O)c2ccccc2)C(=O)Nc2cccc(O)c2)c([N+](=O)[O-])cc1OC the results were PfG6PD inh 17, SENP6 inh -16, ATG4B inh -9, hIAP activ 0.82, SENP8 block 9, SENP1 inh 3, MPTP inh -0.5 and NR3A LBD binder -2.
Screening Cc1c(-c2c(C#N)c(N)nc3c2CCCCCC3)cnn1C returned PfG6PD inh -3, SENP6 inh -12, ATG4B inh -11, hIAP activ 1.5, SENP8 block inactive, SENP1 inh -1, MPTP inh -1.7 and NR3A LBD binder 0.
Screening N#C/C(=N\Nc1ccc(Cl)cc1)C(N)=S returned PfG6PD inh -4, SENP6 inh 33, ATG4B inh -7, hIAP activ 0.93, SENP8 block 46*, SENP1 inh 1, MPTP inh 70* and NR3A LBD binder -1.
For CCc1ccc(NC(=O)CCc2c(C)nn(-c3ccc(N4CCCCC4)nn3)c2C)cc1 the results were PfG6PD inh 3, SENP6 inh 15, ATG4B inh 0, hIAP activ 1.2, SENP8 block -27, SENP1 inh 1, MPTP inh -1.0 and NR3A LBD binder -3.
Screening COc1cccc(/C=N/NC(=O)CCCc2ccc(OC)c(C)c2)c1 returned PfG6PD inh 77*, SENP6 inh 11, ATG4B inh -3, hIAP activ 0.89, SENP8 block 7, SENP1 inh 2, MPTP inh 1.3 and NR3A LBD binder -12.
COc1ccc(OC)c(NC(=S)NN2CCOCC2)c1 was read as PfG6PD inh -20, SENP6 inh -17, ATG4B inh -6, hIAP activ 1, SENP8 block 11, SENP1 inh 3, MPTP inh -0.1 and NR3A LBD binder 3.
CC(C)CN(C(=O)COC(=O)CCc1c[nH]c2ccccc12)c1c(N)n(Cc2ccccc2)c(=O)[nH]c1=O was read as PfG6PD inh -4, SENP6 inh -8, ATG4B inh -7, hIAP activ 1.1, SENP8 block 8, SENP1 inh -3, MPTP inh -0.9 and NR3A LBD binder -3.
Screening COc1cc(/C=N/N=C/c2cc(OC)c(O)c(OC)c2)cc(OC)c1O returned PfG6PD inh 10, SENP6 inh -2, ATG4B inh -11, hIAP activ 0.85, SENP8 block 5, SENP1 inh 41, MPTP inh -0.1 and NR3A LBD binder 9.
`CC(=O)NS(=O)(=O)c1ccc(N=c2ssc3c2-c2ccc(C)cc2NC3(C)C)cc1` gave PfG6PD inh -16, SENP6 inh -13, ATG4B inh 19, hIAP activ 0.96, SENP8 block 21, SENP1 inh 1, MPTP inh -3.4 and NR3A LBD binder -12.
COc1cccc(CNC(=O)c2ccc(CS(=O)Cc3ccc(C)cc3)o2)c1 (configuration not stated) was read as PfG6PD inh -7, SENP6 inh -19, ATG4B inh 10, hIAP activ 1.1, SENP8 block 12, SENP1 inh 2, MPTP inh 0.3 and NR3A LBD binder -2.
For CCC(C)NC(=O)c1ccc(NC(=O)CC2SC(N3CCCCC3)=NC2=O)cc1 (configuration not stated) the results were PfG6PD inh 4, SENP6 inh -5, ATG4B inh -3, hIAP activ 0.86, SENP8 block 0, SENP1 inh 0, MPTP inh -0.8 and NR3A LBD binder -2.
For Cc1ccc2c(CN3CCC(C(N)=O)CC3)cc(=O)oc2c1C the results were PfG6PD inh 6, SENP6 inh -41, ATG4B inh 4, hIAP activ 0.95, SENP8 block 4, SENP1 inh 0, MPTP inh -3.2 and NR3A LBD binder 2.
Screening CCc1ccccc1OCC(=O)Nc1nnc(C2CC2)s1 returned PfG6PD inh -8, SENP8 block 2, SENP1 inh 1 and MPTP inh -1.7.
CCC(C(=O)OCC(=O)NC(=O)NC(C)(C)C)c1ccccc1 (configuration not stated) was read as PfG6PD inh -4, SENP6 inh -20, ATG4B inh -4, hIAP activ 0.92, SENP8 block 11, SENP1 inh 2, MPTP inh -0.9 and NR3A LBD binder -2.
For CCS(=O)(=O)N1CCN(S(=O)(=O)c2ccccc2[N+](=O)[O-])CC1 the results were PfG6PD inh 28, SENP6 inh -15, ATG4B inh -1, hIAP activ 0.91, SENP8 block 7, SENP1 inh -18, MPTP inh 0.1 and NR3A LBD binder 0.
O=C(CCc1nnc(Cc2ccc(-c3ccccc3)cc2)o1)NCC1CC1 was read as PfG6PD inh -23, SENP6 inh -35, ATG4B inh -2, hIAP activ 0.93, SENP8 block 19, SENP1 inh 4, MPTP inh -0.1 and NR3A LBD binder 5.
`CCCn1c(CN(Cc2ccccc2)Cc2ccccc2)nc2c1c(=O)n(C)c(=O)n2C` gave PfG6PD inh -1, SENP6 inh 0, ATG4B inh -4, hIAP activ 0.88, SENP8 block 6, SENP1 inh 1, MPTP inh -0.5 and NR3A LBD binder 14*.
Cc1ccccc1OCCC(=O)N(CC(C)C)c1c(N)n(Cc2ccccc2)c(=O)[nH]c1=O was read as PfG6PD inh -5, SENP6 inh -11, ATG4B inh -26, hIAP activ 0.97, SENP8 block 1, SENP1 inh 2, MPTP inh 0.6 and NR3A LBD binder 0.
For Cc1ccc(S(=O)(=O)NC2CC3CCC2C3)cc1 (configuration not stated) the results were PfG6PD inh 13, SENP6 inh -6, ATG4B inh -5, hIAP activ 0.91, SENP8 block 6, SENP1 inh 3, MPTP inh 0.5 and NR3A LBD binder 0.
`Cn1nc(C(=O)NC(C)(C)C)c2ccccc21` gave PfG6PD inh -13, SENP6 inh 0, ATG4B inh 2, hIAP activ 1, SENP8 block 11, SENP1 inh 0, MPTP inh -2.8 and NR3A LBD binder -4.
For Cc1ccc(N2CC(C(=O)OCc3ccccc3)CC2=O)cc1 (configuration not stated) the results were PfG6PD inh -7, SENP6 inh -5, ATG4B inh -7, hIAP activ 1.1, SENP8 block 28, SENP1 inh 0, MPTP inh 0.7 and NR3A LBD binder 1.
Cc1cn2c(-c3cccnc3)nnc2s1 was read as PfG6PD inh -1, SENP6 inh 5, ATG4B inh -7, hIAP activ 0.94, SENP8 block -36, SENP1 inh -2, MPTP inh 0.5 and NR3A LBD binder -3.
`COc1ccc(NC(=O)Cc2c(O)c3ccccc3[nH]c2=O)cc1` gave PfG6PD inh -12, SENP6 inh -12, ATG4B inh 0, hIAP activ 1.1, SENP8 block 14, SENP1 inh -4, MPTP inh -2.0 and NR3A LBD binder 1.
Screening CC(C)(C)OC(=O)CNC(=O)c1[nH]cnc1C(=O)NC1CCNCC1 returned PfG6PD inh 12, SENP6 inh 0, ATG4B inh -1, hIAP activ 1.3, SENP8 block 5, SENP1 inh -1, MPTP inh -0.6 and NR3A LBD binder 2.
Screening COCCNCCCCOc1c(Cl)cc(C)cc1Br returned PfG6PD inh -11, SENP6 inh 0, ATG4B inh -1, hIAP activ 1, SENP8 block 18, SENP1 inh 0, MPTP inh 0.5 and NR3A LBD binder -3.
Screening CC(CNc1ccccc1O)C(=O)O (configuration not stated) returned PfG6PD inh 94*, SENP6 inh 9, ATG4B inh 10, hIAP activ 0.98, SENP8 block 33, SENP1 inh 3, MPTP inh -2.5 and NR3A LBD binder -4.
O=S(=O)(Nc1cccc(CCc2ccccn2)c1)c1ccc(Cl)cc1 was read as PfG6PD inh 3, SENP6 inh -31, ATG4B inh 0, hIAP activ 1, SENP8 block 10, SENP1 inh 2, MPTP inh 25 and NR3A LBD binder -3.
For CCOc1cc(NC(=S)NCCCN2CCOCC2)c(OCC)cc1NC(=O)c1cccc(C)c1 the results were PfG6PD inh -15, SENP6 inh 3, ATG4B inh -11, hIAP activ 1.1, SENP8 block 0, SENP1 inh -3, MPTP inh -0.5 and NR3A LBD binder -3.

Screening results as filed in PubChem BioAssay.
